Compound activity (PubChem)
TDP1 cell CPT = qHTS for Inhibitors of human tyrosyl-DNA phosphodiesterase 1 (TDP1): qHTS in cells in presence of CPT. chicken DT40 Tdp1-/-;hTDP1 cells + 20 nM CPT, ATP luminescence, 48 h. Potency, µM (series often up to 46.2 µM), for the others: at the top dose activity change, negative = growth inhibition, actives largely listed as inhibitors. 420,000 tested, 12% active; further: nearly all actives have a fitted effect of over 55% in size
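Chicken DT40 Tdp1-/- cells complemented with human TDP1, 400 cells/well, exposed to compounds plus 20 nM camptothecin for at least 48 h at 37 C; viability read as ATP content by CellTiter-Glo luminescence.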
TDP1 block = qHTS Assay for Inhibitors of Tyrosyl-DNA Phosphodiesterase (TDP1) | recombinant TDP1, AlphaScreen DNA substrate cleavage | AID 485290, 2010 | 350,000 tested, 0.28% active | Potency, µM (highest dose often 130 µM), without a hit: top-dose activity change, negative = inhibition, actives largely listed as inhibitors; further: nearly all actives have a fitted effect of over 40% in size
Target sequence (Q9NUW8 whole entry, looked up): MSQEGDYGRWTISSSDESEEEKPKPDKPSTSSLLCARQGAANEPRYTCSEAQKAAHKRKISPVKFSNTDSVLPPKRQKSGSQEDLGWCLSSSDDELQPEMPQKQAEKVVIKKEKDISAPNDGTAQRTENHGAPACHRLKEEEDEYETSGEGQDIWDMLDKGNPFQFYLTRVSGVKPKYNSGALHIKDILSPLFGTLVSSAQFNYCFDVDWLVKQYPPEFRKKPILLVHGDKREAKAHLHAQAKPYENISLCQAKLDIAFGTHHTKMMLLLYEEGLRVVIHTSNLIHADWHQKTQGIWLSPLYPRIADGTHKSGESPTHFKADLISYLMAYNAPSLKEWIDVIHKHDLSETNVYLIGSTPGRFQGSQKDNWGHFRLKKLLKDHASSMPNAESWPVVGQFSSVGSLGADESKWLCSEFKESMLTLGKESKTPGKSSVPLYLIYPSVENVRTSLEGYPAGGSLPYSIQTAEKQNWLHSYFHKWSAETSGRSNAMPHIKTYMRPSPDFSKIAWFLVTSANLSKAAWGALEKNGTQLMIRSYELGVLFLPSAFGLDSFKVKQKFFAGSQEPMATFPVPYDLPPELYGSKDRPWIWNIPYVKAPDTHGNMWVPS
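Recombinant E. coli-expressed Tdp1 (1 nM) preincubated with compound 15 min at RT, then 5'-biotin/3'-phosphotyrosine-FITC DNA substrate (15 nM) added for 5 min. AlphaScreen beads (10 ug/ml) added, 10 min RT; tyrosine-FITC cleavage read as signal loss.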
DT40 TDP1 no CPT = qHTS for Inhibitors of human tyrosyl-DNA phosphodiesterase 1 (TDP1): qHTS in cells in absence of CPT; DT40 Tdp1-/- hTDP1 cells, no CPT, ATP luminescence, 48 h; Potency, µM (highest dose often 46.2 µM), without a hit: top-dose activity change, negative = growth inhibition, hits mostly inhibitors; 420,000 tested, 15% active; AID 686978, 2013; further: nearly all actives have a fitted effect of over 55% in size
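Readout: luminescence from CellTiter-Glo after 30 min in the dark at RT. Cells: DT40 Tdp1-/- with stable hTDP1, 400/well. Exposure: compounds alone, ≥48 hr, 37 °C.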
* hit, by the source's call; ? = inconclusive; . = no result given; & = joins results of further samples. The call rests on the fitted dose curve; in most records, active means well fitted curve in the direction sought with a large enough effect; inconclusive means small, poorly fitted or top-dose-only effect, or another doubt; inactive means no such curve, though single readings can be large; an effect the other way counts as inactive or inconclusive. On the % scale 0 is the no-effect control and ±100 the full control effect; potency means the concentration at half of the fitted maximal effect.

Molecule | TDP1 cell CPT | TDP1 block | DT40 TDP1 no CPT
Cc1cc(C(=O)N=Nc2c(O)n(C(C)C)c3ccccc23)n[nH]1 | ? | 3% | 18µM*
CS(=O)(=O)CC(=O)Nc1ccc2nc3n(c(=O)c2c1)CCCCC3 | -10% | . | -16%
Cc1ccc(C(=O)N2C(=O)C(c3ccccc3)Oc3ccccc32)cc1 (configuration not stated) | ? | . | ?
CCCOC(=O)c1ccc(NC(=O)c2ccoc2C)cc1 | -29% | 0% | ?
CCOC(=O)N1CCN(CCC(=O)Nc2cc(C)ccc2C)CC1 | -9%&-7% | 4% | 11%&-12%
COC(=O)c1ccc2c(=O)[nH]c(COC(=O)c3[nH]c(C)c(C(C)=O)c3C)nc2c1 | ? | -3% | 16µM*
O=C(NC(=S)NC12CC3CC(CC(C3)C1)C2)c1ccc(F)cc1 | ? | 7% | 23µM*
COc1ccc(-c2cn3cccnc3n2)cc1NC(=O)C(C)Oc1ccccc1 (configuration not stated) | ? | 5% | ?
Cc1c(NC(=O)COC(=O)C(c2ccc(Cl)cc2)C(C)C)c(=O)n(-c2ccccc2)n1C (configuration not stated) | ? | -4% | ?
CSCC[C@@H](CO)NC(=O)[C@H]1O[C@@H](n2ccc(N)nc2=O)[C@H](O)[C@@H]1O | 0% | . | 18%
C=C(C)C1Cc2c(C)nn(-c3cccc4ccccc34)c2C1 (configuration not stated) | 21µM* | -3% | ?
Cc1ccc(C(=O)CC2SC(N)=NC2=O)cc1 (configuration not stated) | -18% | 0% | 1%
Cc1c(NC(=O)C(C)OC(=O)c2cc3c4ccccc4n(C)c3s2)c(=O)n(-c2ccccc2)n1C (configuration not stated) | -25% | 6% | ?
CC(C)(C)OC(=O)Nc1ccccc1-n1nnnc1C(C(=O)c1ccccc1)N1CCN(c2ccccn2)CC1 (configuration not stated) | ? | . | ?
COc1cccc(CCNC(=O)c2cccc(NC(=O)C3=C(C)OCCS3)c2)c1 | 23µM* | 4% | -63%
O=c1cc(O)nc(SCc2ccc(Cl)cc2)[nH]1 | 1% | -3% | -1%
COc1cc(C(=O)NCc2nnc(SCC(=O)NCc3ccccc3)o2)cc(OC)c1OC | -11% | 1% | 0%
CCOc1ccc(NC(C)c2cc(Cl)ccc2O)cc1 (configuration not stated) | -8% | 10% | -20%
Cc1cccc(C)c1NC(=O)Nc1ccc2c(c1)OCO2 | -3% | 0% | ?
CCOC(=O)C1CCCN(S(=O)(=O)c2ccc3c(c2)CCCN3C(C)=O)C1 (configuration not stated) | ? | 2% | 18µM*
O=C1NCCOC(=O)[C@H](Cc2ccc(F)cc2)C/C=C\C[C@H]1CC(=O)N(CCO)Cc1ccccc1 | 8.2µM* | 1% | 9.2µM*
O=C(COC(=O)CN1C(=O)C2CCCCC2C1=O)NCc1ccc(Cl)cc1Cl (configuration not stated) | -24% | 0% | 5%
O=C(Nc1nccs1)c1ccc(-c2ccc([N+](=O)[O-])cc2)o1 | 2% | . | -18%
C#CCNC(=O)c1csc([C@@H]2O[C@H](CO)[C@@H](O)[C@H]2O)n1 | 16µM* | . | ?
Cc1cc2n(n1)CCCN2C(=O)Nc1cccc(C)c1C | -14% | 0% | -10%
COc1ccc(C(=O)C(=NNc2ccccc2)c2ccc(OC)cc2)cc1 | ? | . | ?
COc1cccc(NC(=O)Cn2nnc(-c3ccccc3N)n2)c1 | -18% | 7% | -19%
Cc1csc(NC(=O)CCCNC(=O)c2ccc(Cl)cc2)n1 | -2% | 0% | -22%
CCOC(=O)c1c(NC(=O)c2cc3nc(-c4ccccc4)cc(C(F)(F)F)n3n2)sc2c1CCC(C)C2 (configuration not stated) | 23µM* | -2% | 18µM*
COc1ccc(-c2nc3c(-c4ccc(Cl)cc4)cnn3cc2C)cc1F | ? | 5% | ?
OC(CN1C2=NCCCN2c2ccccc21)c1ccc(Br)cc1 (configuration not stated) | -30% | 0% | ?
O=C1CC(Nc2ccc(N3CCOCC3)cc2)C(=O)N1Cc1ccccc1 (configuration not stated) | -21% | 10% | -24%
Cc1c([N+](=O)[O-])c([N+](=O)[O-])nn1CC(=O)N1CCCCC1 | -13% | 4% | -1%
CC1CCCN(C(=S)SCC(=O)c2cc(Br)cc(Br)c2O)C1 (configuration not stated) | 4.1µM* | 9% | 2.9µM*
CC(=O)N1N=C(c2cccc([N+](=O)[O-])c2)OC1(C)CC(=O)Nc1ccccc1 (configuration not stated) | -6% | -8% | ?
O=C(/C=C/c1ccc2c(c1)OCO2)NCCSCc1ccc(Cl)cc1Cl | ? | 0% | ?
COc1ccc(OC)c(NC(=O)c2ccc(-c3cccs3)cc2)c1 | -1% | 1% | ?
Cc1ccc(CN2CC[C@H]3C=CCc4cccc(c43)C2)cc1 | ? | 4% | 21µM*
O=C(COC(=O)/C=C/c1ccc(Br)o1)Nc1cccc(S(=O)(=O)N2CCOCC2)c1 | 3% | -6% | 10%
COCCCNC(=O)CN1C(=O)COc2ccc(S(=O)(=O)N3CC(C)CC(C)C3)cc21 (configuration not stated) | -8% | 2% | 15%
COc1ccc(-n2c(CCc3ccccc3)nnc2SCC(=O)NCc2ccccc2)cc1 | ? | 6% | ?
Cc1cccn2c(=O)c(/C=C(\C#N)S(=O)(=O)c3ccccc3)c(N3CCN(c4ccccc4)CC3)nc12 | -19% | 4% | ?
Cc1ccc(OCC(=O)OCC(=O)c2ccccc2)cc1C | 12% | 5% | 10%
COc1cc(NC(=O)C2CCCO2)c(OC)cc1NC(=O)c1ccccc1 (configuration not stated) | -10% | 4% | ?
CC[C@](C)(O)c1cc2ccccc2c(=O)o1 | -11% | 0% | -12%
CC(=O)NCc1ccc(-c2nc3ccccc3s2)cc1 | -24% | -4% | ?
COc1ccc(/C=C2\Sc3ccc(C(=O)N4CCCC4)cc3N(C)C2=O)cc1OC | 7% | 8% | ?
CN(C)C(=O)CN1C(=O)C2CCCCN2C(=O)c2ccccc21 (configuration not stated) | -10% | -4% | -6%
CCC(C)N(C(=O)COC(=O)CSc1ccc([N+](=O)[O-])cc1)C1CCS(=O)(=O)C1 (configuration not stated) | 1% | 2% | 2%
CC(C)C[C@H]1CN(CCCC[C@@H]2CNC(=O)C(=O)N2CC2CCCCC2)C(=O)C(=O)N1CCC1CCCCC1 | -7% | . | -1%
COc1cccc(NC(=S)N2CCN(c3ccc([N+](=O)[O-])cc3)CC2)c1 | 6.5µM* | 4% | 10µM*
C[C@@H]1COC(=O)[C@@H](Cc2ccc(F)cc2)C/C=C\C[C@@H](CC(=O)NCCO)C(=O)N1 | 1% | 0% | 7%
Clc1ccc(CNc2ccccn2)cc1 | ? | 9% | -14%
Cc1c(NC(=S)SCc2ccccc2)c(=O)n(-c2ccccc2)n1C | -14% | -1% | 23µM*
Cn1c(=O)c2c(nc(-c3ccccc3)n2C)n(Cc2ccccc2)c1=O | 16µM* | -1% | 21µM*
CC1(C(=O)NS(=O)(=O)c2ccc(F)cc2F)CCN1C(=O)Cc1cc(F)ccc1F (configuration not stated) | -11% | . | -21%

For convenience, some entries already given.
Molecule | TDP1 cell CPT | TDP1 block | DT40 TDP1 no CPT
C[C@@H]1COC(=O)[C@@H](Cc2ccc(F)cc2)C/C=C\C[C@@H](CC(=O)NCCO)C(=O)N1 | 1% | 0% | 7%
Clc1ccc(CNc2ccccn2)cc1 | ? | 9% | -14%
Cc1c(NC(=S)SCc2ccccc2)c(=O)n(-c2ccccc2)n1C | -14% | -1% | 23µM*
Cn1c(=O)c2c(nc(-c3ccccc3)n2C)n(Cc2ccccc2)c1=O | 16µM* | -1% | 21µM*
CC1(C(=O)NS(=O)(=O)c2ccc(F)cc2F)CCN1C(=O)Cc1cc(F)ccc1F (configuration not stated) | -11% | . | -21%

Further results:
Molecule | TDP1 cell CPT | TDP1 block | DT40 TDP1 no CPT
O=C(O)c1cccc(S(=O)(=O)Nc2ccccc2-c2ccccc2)c1 | -9% | 7% | -17%
CCOC(=O)COc1ccccc1/C=N\NC(=O)c1cc2c(ccc3ccccc32)o1 | -20% | 3% | ?
COc1ccc(CNC(=O)c2cnn3c(C)c(Cc4c(F)cccc4Cl)c(C)nc23)cc1 | 12µM* | 0% | 21µM*
CCOc1ncccc1C(=O)Nc1ccc(-c2ccc3nnc(C)n3n2)cc1 | -7% | 5% | ?
CCn1c2ccccc2c2cc(NC(=O)COC(=O)c3ccccc3O)ccc21 | -13% | -5% | -15%
COc1ccc(C(=O)Oc2ccc(/C=N/O)cc2)cc1 | -20% | 3% | -3%
COCCCn1c(=O)c2ccccc2n(Cc2ccccc2)c1=O | -17% | . | ?
Cc1ccc(C)c(S(=O)(=O)Nc2ccc(S(=O)(=O)Nc3ncccn3)cc2)c1 | -3% | 3% | 1%

Reprinted at random: three records from the list, in no set order.
Molecule | TDP1 cell CPT | TDP1 block | DT40 TDP1 no CPT
O=C(O)c1cccc(S(=O)(=O)Nc2ccccc2-c2ccccc2)c1 | -9% | 7% | -17%
COCCCn1c(=O)c2ccccc2n(Cc2ccccc2)c1=O | -17% | . | ?
CCOc1ncccc1C(=O)Nc1ccc(-c2ccc3nnc(C)n3n2)cc1 | -7% | 5% | ?

The list goes on.
Molecule | TDP1 cell CPT | TDP1 block | DT40 TDP1 no CPT
N#C/C(=C(/O)C(Cl)(Cl)Cl)c1nc2ccccc2[nH]1 | 8.2µM* | . | 9.2µM*
NS(=O)(=O)c1cccc(NC(=O)COC(=O)/C=C/c2ccco2)c1 | 1% | . | -4%
CCOC(=O)C1CCCN(Cc2cc(=O)oc3cc(C)c(C)cc23)C1 (configuration not stated) | ? | -4% | ?
COc1ccc(-c2cc(CCCC(=O)NCc3ccccn3)no2)cc1 | ? | 2% | 16µM*
CC(C)c1ccc(NC2CCCN(C(=O)CSc3nncn3C)C2)cc1 (configuration not stated) | -3% | 5% | -21%
Cc1ccc(N2CC(NC(=O)CCc3ccccc3)CC2=O)cc1C (configuration not stated) | -5% | 0% | -21%
COc1ccc(Cc2[nH]n3c(=O)cc(C)nc3c2-c2ccccc2)cc1 | ? | 1% | ?
O=C(CCl)Nc1cccc(Oc2cnccn2)c1 | 18µM* | . | 9.2µM*
O=C(NC1CCCCC1)C(c1ccccc1)N(C(=O)Cc1ccsc1)c1ccccc1 (configuration not stated) | -16% | 6% | 1%
CCC(C)(C)C1CCC2(CC1)NC(=O)N(CC(=O)N(C)CC(=O)Nc1ccccc1C(F)(F)F)C2=O (configuration not stated) | 23µM* | 6% | ?
CCS(=O)(=O)c1ccc(C(=O)NC2CC2)c(Cl)c1Cl | -7% | 4% | -7%
CCOC(=O)N1CCc2c(sc(NCc3cc(OC)ccc3OC)c2C(=O)Nc2cc(OC)ccc2OC)C1 | ? | 9% | ?
COc1cccc(NC(=O)CN(c2ccc3c(c2)OCO3)S(C)(=O)=O)c1 | 7% | -3% | -1%
COc1cc(C(=O)Nc2nnc(C3CC3)s2)ccc1OCc1c(C)noc1C | -2% | 2% | -1%
CC1(C)OC(=O)C(=CNCC(O)c2ccccc2)C(=O)O1 (configuration not stated) | 0% | 1% | -2%
COc1ccc(C)cc1N/C(N)=N/c1nc(C)cc(C)n1 | 21µM* | 9% | 16µM*
CCc1nnc(SCc2cccc(F)c2)c2cc3sc(C)cc3n12 | ? | 0% | ?
COc1ccc(COn2nnc3ccc(S(=O)(=O)N4CCOCC4)cc32)cc1F | -28% | 6% | -23%
Cc1ccc(Nc2cc(-c3ccccc3)nc(C)n2)cc1 | ? | 5% | 26µM*
COCCNC(=O)c1c(N)n(/N=C/c2ccc(F)cc2)c2nc3ccccc3nc12 | ? | 3% | ?
CCC(C(=O)NCCN1CCOCC1)n1c2ccccc2c2nc(=O)cc(C)n21 (configuration not stated) | -3% | 0% | 23%
CCOCCc1nn2c(=O)cc(COC(=O)Cc3ccccc3)nc2s1 | 4% | 5% | -8%
O=C(Nc1nnc(C2CC2)o1)c1ccc(S(=O)(=O)N2CCCCC2)cc1 | ? | 4% | ?
Clc1ccc(/C=N/N2CCN(Cc3ccccc3Cl)CC2)cc1 | -1% | 7% | ?
CCCCCCCCNS(=O)(=O)CCNCCCC | ? | . | 16µM*
COc1ccc(SC[C@H](C)CN2CC[C@H](O)CCC2=O)cc1 | ? | . | -17%
COc1ccc(NC(=O)c2sc(NC(=O)C3CC3)nc2C)cc1 | -16% | . | 11%
Cc1cc(C)n2nc(C(=O)OCC(=O)N(CC(C)C)CC(C)C)nc2n1 | 15% | 8% | -8%
COc1ccc(CNC(=O)c2cccc(N(C)C)c2)cc1 | -1% | 8% | 1%
